# Screening data from PubChem BioAssay.
# GPT2 inhibitor: Primary qHTS assay for inhibitors of Glutamate pyruvate transaminase 2 (GPT2) | 100,000 compounds, 0.25% hits | AID 1671188, 2021 | Potency, µM (series often up to 57.7 µM), inactives show at the highest dose activity change, negative = inhibition, most hits filed as inhibitors | Alanine aminotransferase 2 (Homo sapiens), Q8TD30 | Recombinant GPT2, coupled pyruvate oxidase/HRP Amplex Red fluorescence; also: potency is read from the fitted curve at half-maximal effect; nearly all actives have a fitted effect of over 60% in size; many of its hits are not listed in these tables
# Target sequence (Q8TD30 whole entry, looked up): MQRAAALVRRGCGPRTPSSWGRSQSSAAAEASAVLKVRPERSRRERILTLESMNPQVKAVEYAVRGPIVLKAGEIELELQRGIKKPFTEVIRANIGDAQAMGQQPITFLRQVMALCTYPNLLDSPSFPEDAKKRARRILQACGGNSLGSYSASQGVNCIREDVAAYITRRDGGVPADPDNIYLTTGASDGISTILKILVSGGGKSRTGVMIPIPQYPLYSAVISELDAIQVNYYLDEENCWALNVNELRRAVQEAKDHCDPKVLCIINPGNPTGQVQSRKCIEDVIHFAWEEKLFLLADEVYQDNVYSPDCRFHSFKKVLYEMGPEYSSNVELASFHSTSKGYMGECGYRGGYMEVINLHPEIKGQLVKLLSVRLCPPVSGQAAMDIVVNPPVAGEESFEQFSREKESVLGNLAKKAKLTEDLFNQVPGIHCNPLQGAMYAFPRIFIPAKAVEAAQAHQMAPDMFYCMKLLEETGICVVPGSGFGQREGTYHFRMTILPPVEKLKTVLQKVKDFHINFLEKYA
#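 Fluorescence read-out: pyruvate from GPT2 turnover coupled to pyruvate oxidase, HRP and Amplex Red (0.2mM ThPP, 0.2U/mL PO and HRP, 50uM Amplex final). Substrates 250uM a-KG, 2mM L-alanine; enzyme 10ng/uL; 30 min RT.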
# IP6K1 inh: Primary qHTS assay for small molecule inhibitors of Inositol hexaphosphate kinase 1 (IP6K1). Inositol hexakisphosphate kinase 1 (Homo sapiens), Q92551. IP6K1 kinase, ADP-Glo luminescence, 2 h; active compounds read low. activity change, % (series mostly up to about 58 µM). 140,000 compounds, 0.81% hits; in the data active = activity change below about -25%
#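 ADP-Glo luminescence measures ADP made by human IP6K1 during a 2 h RT reaction with ATP/IP6 (mix at 1.3 mM/130 uM); top library doses 57.5 and 19.1 uM final.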
# SNCA expr inh: Primary qHTS assay for inhibitors of alpha-synuclein gene (SNCA) expression; HEK-293 SNCA-luciferase knock-in, luminescence, 24 h; Potency, µM (series often up to 57.2 µM), for the others: at the top dose activity change, negative = inhibition, usual class: inhibitors; 140,000 compounds, 0.17% hits; AID 1671194, 2021;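 also: potency is read from the fitted curve at half-maximal effect; plate controls were DMSO cells for no effect and cell-free wells for full effect; nearly all actives have a fitted effect of over 45% in size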
# NIH3T3 tox: Cytotoxic Profiling in NIH 3T3 Cell Line of Diverse Libraries Using Quantitative High-Throughput Screening; Potency, µM (titrated, usually from 96.7 µM), inactives show at the top dose activity change, negative = cytotoxicity, actives largely listed as inhibitors; AID 1345082, 2018; 94,000 compounds, 4.3% hits; NIH 3T3 viability, CellTiter-Glo ATP luminescence, 48-72 h; also: potency is read from the fitted curve at half-maximal effect; nearly all actives have a fitted effect of over 55% in size
#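 Cytotoxicity is measured as loss of cellular ATP: NIH 3T3 cells (400/well) are exposed to compound for 48 or 72 hr at 37 °C, then CellTiter-Glo luminescence is imaged after 10 min at room temperature.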
# HEK cytotox: Cytotoxic Profiling in HEK 293 Cell Line of Diverse Libraries Using Quantitative High-Throughput Screening. 94,000 compounds, 6.6% hits. AID 1345083, 2018. HEK 293 viability, ATP luminescence (CellTiter-Glo), 48-72 h. Potency, µM (series often up to 115 µM), for inactives: at the top dose activity change, negative = cytotoxicity, actives largely listed as inhibitors; also: potency is read from the fitted curve at half-maximal effect; nearly all actives have a fitted effect of over 60% in size
#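 Cytotoxicity was scored by loss of ATP-coupled luminescence (CellTiter-Glo) in HEK 293 cells. Compound treatment ran 48 or 72 hr at 37 degree Celsius, 5% CO2, 95% humidity.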
# FLuc inh: Firefly luciferase inhibition profiling of diverse chemical library using quantitative high-throughput screening; Potency, µM (doses to about 115 µM), without a hit: at the top dose activity change, negative = inhibition, actives largely listed as inhibitors; purified P. pyralis luciferase, luminescence, biochemical; AID 1347043, 2019; 76,000 compounds, 2.5% hits; also: potency is read from the fitted curve at half-maximal effect; nearly all actives have a fitted effect of over 65% in size
# Target sequence (P08659 whole entry, looked up): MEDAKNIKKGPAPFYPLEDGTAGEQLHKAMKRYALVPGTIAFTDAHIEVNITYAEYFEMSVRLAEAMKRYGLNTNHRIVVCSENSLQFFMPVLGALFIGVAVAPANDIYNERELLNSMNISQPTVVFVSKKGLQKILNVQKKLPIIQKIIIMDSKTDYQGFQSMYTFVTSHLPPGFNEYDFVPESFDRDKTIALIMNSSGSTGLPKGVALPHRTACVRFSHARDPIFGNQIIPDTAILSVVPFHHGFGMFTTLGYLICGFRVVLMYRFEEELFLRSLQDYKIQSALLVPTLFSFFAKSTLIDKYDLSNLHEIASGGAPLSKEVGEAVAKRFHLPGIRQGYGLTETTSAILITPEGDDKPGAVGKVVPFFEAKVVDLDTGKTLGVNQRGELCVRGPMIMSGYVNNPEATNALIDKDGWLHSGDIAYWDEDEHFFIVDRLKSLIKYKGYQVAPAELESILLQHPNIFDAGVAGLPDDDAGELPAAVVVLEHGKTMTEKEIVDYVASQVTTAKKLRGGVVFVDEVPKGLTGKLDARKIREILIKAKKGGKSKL
#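 Purified 10nM P. pyralis luciferase with 10uM D-luciferin and 10uM ATP in 50mM Tris acetate pH 7.5, 10mM Mg acetate, 0.01% Tween-20, 0.05% BSA. qHTS titration; luminescence read by CCD imager.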
# HEK293 viab: GF-AFC viability counterscreen for inhibitors of alpha-synuclein gene (SNCA) expression; HEK-293-SNCA-luc viability, GF-AFC fluorescence, 24 h; 150,000 compounds, 0.12% hits; Potency, µM (series often up to 57.1 µM), for inactives: at the top dose activity change, negative = cytotoxicity, usual class: cytotoxic;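 also: potency is read from the fitted curve at half-maximal effect; 0% = DMSO-treated cells and -100% = medium-only wells without cells; nearly all actives have a fitted effect of over 30% in size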
#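 Cytotoxicity counterscreen: after 24 h compound treatment of genome-edited SNCA-luciferase HEK-293 cells, live-cell protease substrate GF-AFC read by fluorescence after 30 min; activity scaled between DMSO (0%) and medium-only (-100%), curves Hill-fitted.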
# The depositor's hits bear a star; i = inactive; ? = inconclusive; . = no result given; [ ] = remark or other dose. Unless noted, calls follow the shape of the dose curve; as a rule, active = well fitted curve in the direction sought with a large enough effect; inconclusive = small, poorly fitted or top-dose-only effect, or another doubt; inactive = no such curve, though single readings can be large; an effect the other way counts as inactive or inconclusive. Unless noted, % is scaled to controls: 0 for no effect and ±100 for the full control effect.
1	O=C(Nc1ccc(Cl)cc1)N1C[C@@H]2C[C@H](C1)c1c(-c3ccccc3F)ccc(=O)n1C2
2	COc1ccc2c(c1)C1(CCN(C(=O)c3ccc(C)cc3)C1)C(=O)N2 (stereo not drawn)
3	CCN1CC2ON=C(C(=O)O)C2C1 (stereo not drawn)
4	Cc1cccc(-n2c(/C=C/c3c(C)[nH]c4ccccc34)nc3ccccc3c2=O)c1
5	C#C[C@H]1CN2CC[C@H]1C[C@@H]2CNC(=O)Nc1ccc(Oc2ccccc2)cc1
6	COc1ccc(CN2CCNCC2)c(OC)c1OC
7	Cn1nc(-c2ccccc2)cc1[C@H]1CN2CC[C@H]1C[C@@H]2CNC(=O)NCc1ccccc1
8	O=C(NC[C@H]1C[C@@H]2CCN1C[C@@H]2CN1CCC(Cc2ccccc2)CC1)c1ccco1
assay / entry,1,2,3,4,5,6,7,8
GPT2 inhibitor,?,i,3%[88.5 µM],.,4%[88.5 µM],i,i,0%[88.5 µM]
IP6K1 inh,1,26,3,-6,10,8,-13,3
SNCA expr inh,3%,19%,-22%[87.6 µM],16%,-22%[87.6 µM],10%[25.6 µM],-3%[87.6 µM],16%[87.6 µM]
NIH3T3 tox,-2%,-5%,i,.,40µM*,.,100µM*,?
HEK cytotox,-4%,?,i,.,40µM*,.,?,-25%[172 µM]
FLuc inh,3%,-2%,.,.,-6%[172 µM],.,0%[172 µM],-5%[172 µM]
HEK293 viab,-8%,1%,-2%[87.6 µM],-5%,-5%[87.6 µM],1%[23.9 µM],3%[87.6 µM],-5%[87.6 µM]

9	CC(C)NC(=O)OC[C@H]1C[C@@H]2CCN1C[C@@H]2c1cc(C2CCCCC2)nn1C
10	COc1ccc(OC)c(CC(C)N)c1 (stereo not drawn)
11	CN(C)[C@@H]1C(=O)C(C(N)=O)=C(O)[C@@]2(O)C(=O)C3=C(O)c4c(O)cccc4[C@@](C)(O)[C@H]3C[C@@H]12
12	O=C1NCCCCCCN(Cc2cccnc2)[C@H]2CCC[C@@H]12
13	COc1cc2c(cc1OCc1ccncc1)NC(=O)C21CCN(Cc2ccccn2)CC1
14	COCCN1C(=O)CO[C@H]2CN(C(C)C)C[C@H]21
15	Cn1nc(C(=O)NCC2(C)CCOCC2)c2ccccc21
16	Cc1nc(-c2ccc(N(C)C)cc2)cc([C@H]2CN3CC[C@H]2C[C@@H]3COC(=O)Nc2ccc(C(C)C)cc2)n1
assay / entry,9,10,11,12,13,14,15,16
GPT2 inhibitor,4%[88.5 µM],5%[88.5 µM],5%,i,2%[88.5 µM],i,-13%,-1%
IP6K1 inh,-1,-1,-75*,9,-22,0,-2,0
SNCA expr inh,7%[87.6 µM],44%,21%,?,-21%[87.6 µM],8%[87.6 µM],31%[activator],?
NIH3T3 tox,-27%[174 µM],.,.,?,?,-13%[230 µM],i,3.5µM*
HEK cytotox,?,.,.,-12%,?,-24%[230 µM],8%,3.5µM*
FLuc inh,10%[172 µM],.,.,-5%,4%[172 µM],-5%[230 µM],-16%,?
HEK293 viab,-3%[87.6 µM],?,4%,-3%,-5%[87.6 µM],3%[87.6 µM],8%,?

17	C=C[C@H]1CN2CC[C@H]1C[C@@H]2CNC(=O)N1CCOCC1
18	CNCc1cn(C[C@H]2CC3CCN2C[C@@H]3C(=O)Nc2ccccc2)nn1 (stereo partly drawn)
19	COc1cc2c(cc1OCc1ccncc1)NC(=O)C21CCN(CC2CC2)CC1
20	Fc1cc(F)c2c(c1)C1C=CCC1C(c1cccnc1)N2 (stereo not drawn)
21	O=C1NCc2ccccc2CC12CCCN(Cc1cccnc1)C2 (stereo not drawn)
22	Cn1nc(-c2ccc3ccccc3c2)cc1[C@H]1CN2CC[C@H]1C[C@@H]2CNC(=O)COc1ccccc1
23	C#C[C@H]1CN2CC[C@H]1C[C@@H]2CNC(=O)c1ccc(C#N)cc1
24	CCOC(=O)[C@@H]1[C@H]2c3ccccc3N(CCOC)C(=O)[C@H]2N(C(=O)OCC)[C@@H]1c1ccccc1
assay / entry,17,18,19,20,21,22,23,24
GPT2 inhibitor,i,-1%[88.5 µM],1%[88.5 µM],2%,i,i,-4%[88.5 µM],.
IP6K1 inh,2,-2,-1,-4,2,0,-6,-9
SNCA expr inh,-6%[87.6 µM],-3%[87.6 µM],22%[87.6 µM],.,-24%,1%,4%[87.6 µM],.
NIH3T3 tox,3%[174 µM],-1%[174 µM],100µM*,.,4%,28µM*,0%[138 µM],-27%
HEK cytotox,2%[230 µM],-1%[172 µM],-23%[172 µM],.,-3%,25µM*,0%[172 µM],?
FLuc inh,1%[230 µM],-2%[172 µM],4%[172 µM],.,.,-20%,-3%[172 µM],.
HEK293 viab,-7%[87.6 µM],-28%[87.6 µM],10%[87.6 µM],-40%,-3%,-17%,0%[87.6 µM],.

25	Cc1cc(C(=O)N2[C@H]3CC[C@@H]2c2cnc(-c4ccccc4)nc2C3)n[nH]1
26	O=C(c1ccccc1)N1C[C@@H]2C[C@H](C1)c1ccc(-c3cccc(C(F)(F)F)c3)c(=O)n1C2
27	COc1cc2c(cc1CCc1ccccc1)N(C(=O)Cc1ccc3c(c1)OCO3)CC21CCN(C(C)=O)CC1
28	Cc1ncc2c(n1)C[C@@H]1CC[C@H]2N1C(=O)Nc1ccccc1
29	COc1cc2c(cc1OCc1ccncc1)NC(=O)C21CCN(Cc2cccc(O)c2)CC1
30	COc1cc(C(c2c(O)c3ccccc3oc2=O)c2c(C)n(C)n(-c3ccccc3)c2=O)ccc1O (stereo not drawn)
31	CC(C)NC(=O)NC[C@H]1C[C@@H]2CCN1C[C@@H]2c1cc(-c2ccc3ccccc3c2)nn1C
32	O=C(c1ccccc1)N1C[C@@H]2C[C@H](C1)c1ccc(-c3ccc(Cl)cc3)c(=O)n1C2
assay / entry,25,26,27,28,29,30,31,32
GPT2 inhibitor,i,0%,-4%,2%,-3%,.,1%[88.5 µM],i
IP6K1 inh,6,10,-6,38,-13,-2,-1,-4
SNCA expr inh,10%,-5%,-9%,-3%,13%,8%,-14%[87.6 µM],29%[87.6 µM]
NIH3T3 tox,-30%,i,?,-5%,?,.,28µM*,63µM*
HEK cytotox,?,-3%,-24%,1%,?,.,22µM*,?
FLuc inh,.,8%,4%,9%,-15%,.,4%[172 µM],-7%[172 µM]
HEK293 viab,-14%,0%,0%,3%,-1%,10%,-15%[87.6 µM],-18%[87.6 µM]

# Part of the list above, field by field:
[17] C=C[C@H]1CN2CC[C@H]1C[C@@H]2CNC(=O)N1CCOCC1
  GPT2 inhibitor = i
  IP6K1 inh = 2
  SNCA expr inh = -6%[87.6 µM]
  NIH3T3 tox = 3%[174 µM]
  HEK cytotox = 2%[230 µM]
  FLuc inh = 1%[230 µM]
  HEK293 viab = -7%[87.6 µM]

[13] COc1cc2c(cc1OCc1ccncc1)NC(=O)C21CCN(Cc2ccccn2)CC1
  GPT2 inhibitor = 2%[88.5 µM]
  IP6K1 inh = -22
  SNCA expr inh = -21%[87.6 µM]
  NIH3T3 tox = ?
  HEK cytotox = ?
  FLuc inh = 4%[172 µM]
  HEK293 viab = -5%[87.6 µM]

# (listing goes on)
33	COc1ccc(OCC(=O)N2CCN(Cc3cccc(OC)c3OC)CC2)cc1
34	N#CC1(c2ccccc2)CCN(C(=O)c2cn(CC3CCCNC3)nn2)CC1 (stereo not drawn)
35	COc1ccc(C(=O)NC[C@H]2C[C@@H]3CCN2C[C@@H]3c2cc(C3CCCCC3)nn2C)cc1
36	Cc1ccc(S(=O)(=O)NC[C@H]2C[C@@H]3CCN2C[C@@H]3CN(C)CCc2ccccn2)cc1
37	CC(=O)Nc1ccc(S(=O)(=O)NC[C@H]2C[C@@H]3CCN2C[C@@H]3c2cc(-c3ccc(N(C)C)cc3)nc(C)n2)cc1
38	Cc1nc(-c2cccs2)cc([C@H]2CN3CC[C@H]2C[C@@H]3CNS(C)(=O)=O)n1
39	O=C(Nc1ccc(=O)n2c1[C@@H]1C[C@@H](CN(C(=O)Nc3ccc(F)cc3)C1)C2)c1ccco1
40	CCOC(=O)[C@H]1CN(C(=O)/C=C/c2ccccc2)[C@]2(C)C(=O)Nc3ccccc3[C@H]12
assay / entry,33,34,35,36,37,38,39,40
GPT2 inhibitor,.,-6%,1%,-5%,i,-13%[88.5 µM],3%,i
IP6K1 inh,1,-2,-10,7,8,-11,2,15
SNCA expr inh,49%[activator],-30%,-10%,1%,-21%,-8%[87.6 µM],-17%,-1%[25.6 µM]
NIH3T3 tox,.,-32%,?,-14%,25µM*,?,-18%,-27%[46.1 µM]
HEK cytotox,.,-21%,?,?,22µM*,?,-25%,?
FLuc inh,.,-19%,-4%,0%,?,-1%[172 µM],4%,.
HEK293 viab,2%,0%,-1%,-5%,-12%,3%[87.6 µM],-8%,-7%[23.9 µM]

41	CC(C)CN1Cc2ccccc2-n2ccnc2C12CCN(C(=O)c1ccoc1)CC2
42	Cc1ccc(CN2CC[C@H]3CC[C@@H](C2)N3)s1
43	CC[C@H]1CN2CC[C@H]1C[C@@H]2CNCc1cc2ccccc2o1
44	Cc1ccccc1-n1nc(C)c2c1NC(=O)CSC2c1ccc(Cl)cc1 (stereo not drawn)
45	O=C1CC2(CCN(Cc3ccccn3)C2)Nc2ccccc2N1 (stereo not drawn)
46	COc1ccc(CC(=O)N2CCCN(CCn3nc4n(c3=O)CCCC4)CC2)cc1
assay / entry,41,42,43,44,45,46
GPT2 inhibitor,i,-2%,i,.,-15%,.
IP6K1 inh,15,7,-6,-17,6,12
SNCA expr inh,-18%,10%,?,-19%,-3%,.
NIH3T3 tox,?,-19%,?,.,2%,-25%
HEK cytotox,?,?,?,.,i,-2%
FLuc inh,0%,-4%,-5%[172 µM],.,.,.
HEK293 viab,-8%,4%,-2%[87.6 µM],-20%,2%,.

# An excerpt from above in order of number of heavy atoms, largest number first.
41	CC(C)CN1Cc2ccccc2-n2ccnc2C12CCN(C(=O)c1ccoc1)CC2
44	Cc1ccccc1-n1nc(C)c2c1NC(=O)CSC2c1ccc(Cl)cc1 (stereo not drawn)
45	O=C1CC2(CCN(Cc3ccccn3)C2)Nc2ccccc2N1 (stereo not drawn)
assay / entry,41,44,45
GPT2 inhibitor,i,.,-15%
IP6K1 inh,15,-17,6
SNCA expr inh,-18%,-19%,-3%
NIH3T3 tox,?,.,2%
HEK cytotox,?,.,i
FLuc inh,0%,.,.
HEK293 viab,-8%,-20%,2%

# Some of the compounds tested. The share of hits here may be higher or lower than overall.
